Tb PFK inh: inhibitors of T. brucei phosphofructokinase; O15648; Potency, µM (series often up to 57.5 µM), for the others: at the top dose activity, negative = inhibition, usual class: inhibitors; AID 485367; T. brucei PFK, ADP-Glo luminescence; actives 0.17% (n = 330,000);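 also: potency is read from the fitted curve at half-maximal effect; 0% = uninhibited 1x PFK enzyme wells and -100% = no-enzyme wells; nearly all actives have a fitted effect of over 60% in size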
Target sequence (O15648 whole entry, looked up): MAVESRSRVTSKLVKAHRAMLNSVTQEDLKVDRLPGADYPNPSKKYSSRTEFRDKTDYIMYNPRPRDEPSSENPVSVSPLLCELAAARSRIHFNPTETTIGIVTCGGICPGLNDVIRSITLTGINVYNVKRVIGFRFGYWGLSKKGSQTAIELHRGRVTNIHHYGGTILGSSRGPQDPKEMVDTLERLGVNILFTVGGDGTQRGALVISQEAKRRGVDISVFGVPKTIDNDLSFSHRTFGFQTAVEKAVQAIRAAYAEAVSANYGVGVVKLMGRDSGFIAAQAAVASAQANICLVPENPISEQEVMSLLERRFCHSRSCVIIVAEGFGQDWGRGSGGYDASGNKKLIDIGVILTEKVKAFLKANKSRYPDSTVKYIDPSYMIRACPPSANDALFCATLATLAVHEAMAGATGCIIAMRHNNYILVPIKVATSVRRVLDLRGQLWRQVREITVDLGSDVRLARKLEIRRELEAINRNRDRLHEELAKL
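Activity is normalized to no-enzyme wells (full inhibition) and 1.25 nM enzyme wells (no inhibition). Reaction: 0.5 mM F6P, 0.1 mM ATP, 45 min RT, ADP-Glo luminescence; concentration-response curves fitted and classed by quality.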
RORgamma inh: ROR gamma (mouse) transcription inhibition; AID 2551; Potency, µM (titrated, usually from 53.6 µM), inactives show at the top dose activity change, negative = inhibition, most hits filed as inhibitors; actives 5.4% (n = 310,000); Drosophila S2 Gal4-RORgamma UAS-luciferase reporter, 20 h; also: potency is read from the fitted curve at half-maximal effect; % is scaled to controls: 0 for no effect and ±100 for the full control effect; nearly all actives have a fitted effect of over 60% in size
Target sequence (P51450 whole entry, looked up, the tested form may be a part): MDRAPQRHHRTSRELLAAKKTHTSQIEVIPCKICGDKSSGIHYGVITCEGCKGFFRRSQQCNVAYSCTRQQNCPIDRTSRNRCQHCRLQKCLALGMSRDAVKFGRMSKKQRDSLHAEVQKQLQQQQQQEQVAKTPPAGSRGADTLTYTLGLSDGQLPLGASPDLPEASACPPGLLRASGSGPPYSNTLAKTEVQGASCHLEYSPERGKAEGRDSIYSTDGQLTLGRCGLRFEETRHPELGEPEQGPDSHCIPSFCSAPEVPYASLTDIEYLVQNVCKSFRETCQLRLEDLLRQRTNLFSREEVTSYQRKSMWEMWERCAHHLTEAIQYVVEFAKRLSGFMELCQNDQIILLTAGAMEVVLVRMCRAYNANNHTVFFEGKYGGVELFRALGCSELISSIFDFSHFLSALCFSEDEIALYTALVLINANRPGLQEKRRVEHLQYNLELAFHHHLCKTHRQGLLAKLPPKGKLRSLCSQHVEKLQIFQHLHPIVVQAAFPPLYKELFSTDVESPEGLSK
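Stably transfected Drosophila Schneider cells are the test system, with ROR gamma fused to Gal4 and luciferase under UAS control; luminescence is read after 20 hr of 700 uM copper sulfate induction at ambient temperature.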
TRPV1 agonist: agonists of human vanilloid receptor 1 (TRPV1); AID 540275; actives 0.19% (n = 320,000); Q8NER1; activation, % at 8.33 µM; TRPV1-expressing cells, Fluo-8 calcium influx, agonist mode; in the data active = activation above about 80%; inconclusive = between about 30% and that limit; also: 0% is about no effect
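Cells expressing TRPV1 were dye-loaded with Fluo-8 and read kinetically: 10 s baseline, 3 min after compound (agonist portion), then 2 min after EC20 capsaicin (allosteric enhancer portion). Calcium-bound dye fluorescence at 480/520 nm.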
FLuc counter: firefly luciferase modulation, counter-screen for miR-21 project | P08659 | purified FLuc, Km substrates, luminescence inhibition | Potency, µM (series often up to 57.5 µM), inactives show at the top dose activity change, negative = inhibition, most hits filed as inhibitors | actives 6.9% (n = 360,000);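 also: potency is read from the fitted curve at half-maximal effect; plate controls were vehicle for no effect and reference inhibitor for full effect; nearly all actives have a fitted effect of over 55% in size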
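Purified P. pyralis luciferase (10nM final) with 10uM D-luciferin and 10uM ATP (Km levels) in 50mM Tris acetate pH 7.5, 10mM Mg acetate, 0.01% Tween-20, 0.05% BSA; qHTS 6-point titration, ~60 µM downward; luminescence read.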
Gal4-VP16 FLuc: Gal4-VP16 reporter inhibition counter-screen; Potency, µM (titrated, usually from 53.6 µM), for inactives: at the highest dose activity, negative = inhibition, most hits filed as inhibitors; actives 3.5% (n = 310,000); Drosophila S2 Gal4-VP16 UAS-luciferase, luminescence, 20 h;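 also: Gal4-VP16 expression switched on by copper sulfate through the metallothionein promoter; potency is read from the fitted curve at half-maximal effect; % is scaled to controls: 0 for no effect and ±100 for the full control effect; nearly all actives have a fitted effect of over 50% in size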
Rab9 promoter act: activates the Rab9 promoter. Potency, µM (highest dose often 9.22 µM), without a hit: top-dose activation, negative = inhibition, hits mostly activators. Huh7 Rab9 promoter-luciferase reporter, luminescence, 24 h. AID 485297. actives 2.8% (n = 320,000); also: potency is read from the fitted curve at half-maximal effect; % of control where 0% means no effect; nearly all actives have a fitted effect of over 60% in size
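Cell-based reporter: Huh7 stable for Rab9 promoter-driven luciferase, plated in reduced-serum medium with 10% FBS at 1500 cells/well, compound-treated 24 h at 37 °C, luminescence read after 10 min reagent.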
p53 reactivator: restores transcriptional activity of mutant p53; H1299 p53-A138V BP100-luciferase reporter, luminescence, 24 h; actives 0.063% (n = 320,000); Potency, µM (highest dose often 92.2 µM), inactives show top-dose activity change, positive = activation, usual class: activators; also: potency is read from the fitted curve at half-maximal effect; % of control where 0% means no effect; nearly all actives have a fitted effect of over 45% in size
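H1299 (p53-null), stable ts p53-A138V + BP100-Luc; 1000 cells/well, Opti-MEM/10% FBS; cpd 4 pt, 1:5; 24 h, 37 deg C, 5% CO2; detection reagent 10 min RT; luminescence.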
ELG1 genotox: genotoxicity induction in ELG1-luciferase HEK293T cells; actives 1.3% (n = 330,000); HEK293T ELG1-luciferase reporter, luminescence, 16 h; AID 504466; Potency, µM (titrated, usually from 46 µM), inactives show at the top dose activity change, positive = activation, most hits filed as activators; also: potency is read from the fitted curve at half-maximal effect; % of control where 0% means no effect; nearly all actives have a fitted effect of over 60% in size
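Quantitative HTS format in 1536-well plates. HEK293T ELG1-luciferase reporter cells receive test compound and are incubated 16 hr at 37 °C, 5% CO2; ONE-Glo added, 30 min room temperature, then luminescence read.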
BRCA1 expr act: increases BRCA1 expression; actives 1.1% (n = 380,000); MCF7-BRCA1-FFLuc reporter, luminescence, 48 h; response scale: scaled: vehicle 0%, 10 µM genistein 100%; Potency, µM (doses to about 46.1 µM), without a hit: top-dose activation, usual class: activators; AID 624202; also: potency is read from the fitted curve at half-maximal effect; nearly all actives have a fitted effect of over 80% in size; some results filed as inactive show a strong effect at the top dose
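Cells: MCF7-BRCA1-FFLuc, 2000/well. Exposure: 48 h, 37 °C, 5% CO2. Read: luminescence, 15 min post-substrate. Controls: genistein 10 microM (maximal activation), DMSO (neutral).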
NPC1 prom act: activators of NPC1 promoter; actives 2.4% (n = 320,000); Huh7 NPC1 promoter luciferase reporter, 24 h; Potency, µM (titrated, usually from 9.22 µM), for the others: at the highest dose activation, most hits filed as activators;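 also: potency is read from the fitted curve at half-maximal effect; % of control where 0% means no effect; nearly all actives have a fitted effect of over 60% in size; reporter is driven by a mutant NPC1 promoter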
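NPC1 promoter–luciferase Huh7 cells; 24 h compound; luminescence.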
ELG1 repair inh: inhibitors of ELG1-dependent DNA repair in HEK293T cells. HEK293T ELG1-luciferase reporter, luminescence, 16 h; DNA damage induced by 5-fluorouridine. Potency, µM (titrated, usually from 46.1 µM), for inactives: top-dose activity change, negative = inhibition, actives largely listed as inhibitors. actives 2.3% (n = 330,000); also: potency is read from the fitted curve at half-maximal effect; % is scaled to controls: 0 for no effect and ±100 for the full control effect; nearly all actives have a fitted effect of over 55% in size
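5-Fluorouridine DNA damage + compound/DMSO, 2,000 cells/well, 16 h, 37 °C/5% CO2. ONE-Glo, 30 min RT, luminescence. Readout = decrease in reporter signal.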
* = called active by the depositor; u = inconclusive; x = not tested or not shown; [ ] = dose if it differs, or a comment. Unless noted, calls follow the shape of the dose curve; as a rule, active = well fitted curve in the direction sought with a large enough effect; inconclusive = small, poorly fitted or top-dose-only effect, or another doubt; inactive = no such curve, though single readings can be large; an effect the other way counts as inactive or inconclusive.

SMILES | Tb PFK inh | RORgamma inh | TRPV1 agonist | FLuc counter | Gal4-VP16 FLuc | Rab9 promoter act | p53 reactivator | ELG1 genotox | BRCA1 expr act | NPC1 prom act | ELG1 repair inh
CN(C)c1ccc(C#Cc2ccc3cc(CCO)oc(=O)c3c2)cc1 | 0.0% | x | -4.3 | 1.35µM* | x | u | u | 17.1% | u | 3.98µM* | u
CN(C)S(=O)(=O)c1cccc(C(=O)Nc2ccc3c(c2)CCC3)c1 | 1.5% | -12.9% | u | 1.69µM* | 1.4% | 0.631µM* | u | 3.98µM* | u | 1.26µM* | u
COc1cc(C(=O)OCCNC(=O)c2ccncc2)cc(OC)c1OC | 0.8% | -0.8% | -1.2 | 2.6% | -4.1% | -0.2% | -7.6% | 2.1% | -24.7% | -0.8% | u
CCN1C(=O)CC(N2CCC(C(=O)OC)CC2)C1=O (configuration not stated) | 10.6% | 33.7%[0.365 µM] | 1.8 | 3.7% | x | 3.1% | 1.3% | -3.2% | -21.2% | -0.8% | 10.1%
COc1cc(NC(=O)CN2C(=O)CN(C)C2=O)c(C)cc1[N+](=O)[O-] | -1.1% | 1.8% | -2.6 | -3.2% | 7.3% | -3.7% | 0.9% | -0.7% | -3.0% | -1.4% | 3.8%
O=C(COC(=O)c1ccco1)NNC(=O)c1ccc(Cl)cc1 | -3.7% | x | x | x | x | x | 2.1% | 1.7% | 2.5% | x | 0.0%
Cc1cccc(NCC(=O)N/N=C/c2cccc(Br)c2)c1 | -10.4% | -1.9% | 26.9 | -7.7% | -10.3% | -2.9% | 1.1% | -2.9% | -11.9% | -1.1% | -7.8%
C[C@]12c3[nH]c4ccccc4c3CCN1C(=O)C(CC(=O)NCc1cccc(C(F)(F)F)c1)C[C@@H]2C(=O)N1CCOCC1 (some centres not stated) | -4.7% | x | x | x | x | x | -2.8% | 1.1% | -22.5% | x | -10.8%
Cc1nn(CC(=O)NCCCN2CCN(C)CC2)c(=O)c2cc(-c3ccccc3)nn12 | -6.5% | -3.4% | -3.1 | -1.4% | 6.5% | 0.5% | -3.2% | 0.8%[9.26 µM] | -8.7% | -0.9% | -1.6%
O=C(CCc1ccc(S(=O)(=O)NCc2ccccc2)cc1)NCC1CCCO1 (configuration not stated) | -5.3% | -6.4% | -5.2 | -0.4% | -0.2% | -1.8% | -11.9% | 2.1% | -5.5% | -2.6% | -1.6%
CC(=O)Nc1ccc(S(=O)(=O)NC(C)C(=O)NCCc2ccc(F)cc2)cc1 (configuration not stated) | 1.2% | 10.9% | 2.6 | 8.9% | -12.4% | -1.1% | -0.2% | -0.9% | 14.8% | -0.1% | -5.2%
O=C1NC[C@H](c2ccccc2)OC(=O)[C@H](Cc2ccc(F)cc2)CC/C=C/C[C@H]1CC(=O)N(CCO)Cc1ccccc1 | -4.0% | x | x | x | x | x | -4.2% | -10.7% | -55.4% | x | 2.91µM*
CC(C)=C1SC(N2CCCCC2)=NC1=O | -2.1% | 41.7% | 1.4 | -4.3% | 13.7% | -3.0% | 4.4% | 9.7% | 12.8% | -0.8% | 24.3%
CC(C)(C)NC(=O)C(c1ccc(OCC(N)=O)cc1)N(C(=O)c1cccnc1)C1CC1 (configuration not stated) | 1.9% | 0.2% | -6.9 | -0.2% | -3.3% | 17.0% | 3.7% | -0.6% | -25.9% | -0.4% | 9.9%
COc1ccc(CCNC(=O)CSc2nn(-c3ccccc3)c(=S)s2)cc1 | 4.0% | -4.6% | 8.4 | -3.3% | 9.1% | -1.2% | 4.4% | 0.1% | -20.4% | -5.0% | -2.1%
COc1ccc(-n2c(SCCNCCO)nc3sc4c(c3c2=O)CCCC4)cc1 | 1.2% | 0.8% | 1.3 | -1.4% | -4.5% | 0.2% | -15.2% | -2.7% | -37.5% | 0.3% | -9.6%
CC(=O)c1cccc(NC(=O)COC(=O)c2cccs2)c1 | -6.0% | -10.0% | 6.0 | u | -16.7% | 3.0% | 4.7% | 5.9% | -7.3% | -20.2% | -2.5%
Cc1cc(C(=O)NNC(=S)Nc2ccccc2)nn1C | 4.1% | u | -4.7 | -1.8% | -7.9% | u | 13.0% | 2.3% | 33.3% | 12.9% | -5.0%
CCC(=O)Nc1cccc(-n2nnnc2SCC(=O)N2CCCCC2)c1 | -10.0% | 11.3% | 2.2 | -21.3% | -4.0% | u | 11.1% | 9.1% | 65.6% | 14.9% | 2.4%
CCOc1ccc(NC(=S)Nc2cccnc2)cc1 | -5.4% | u | 1.2 | 4.3% | 8.9% | 2.2% | -3.6% | 2.4% | 28.4% | -0.3% | 5.5%
O=C(CSc1nnnn1-c1cccc(F)c1)NC1CC1 | 0.9% | x | x | x | x | x | 6.2% | 1.3% | 23.7% | x | 10.0%
O=C(NCc1cccnc1)c1ccc(S(=O)(=O)N2CCOCC2)cc1 | -2.5% | 15.3% | -1.4 | -3.7% | -7.5% | 2.9% | -0.9% | 2.2% | 9.9% | -2.0% | 4.4%
O=C(CN(c1cccc([N+](=O)[O-])c1)S(=O)(=O)c1ccccc1)NCc1cccnc1 | 0.0% | -32.8% | -0.4 | 1.0% | -9.6% | -1.4% | 14.1% | -4.6% | -13.1% | 2.7% | 0.2%
O=C(O)CCCN1C(=O)NC2NC(=O)NC21 (configuration not stated) | 1.4% | -1.2% | -1.3 | 3.1% | -4.7% | 2.2% | -1.1% | -9.0% | 16.3% | -1.1% | 10.8%
COc1cc(Br)c(C2C(C#N)=C(N)Oc3n[nH]c(-c4cccnc4)c32)cc1OC (configuration not stated) | 2.8% | -6.7% | -0.7 | -5.7% | -6.6% | 14.5% | 19.7% | -2.1% | -12.4% | 0.9% | -0.1%
CN(Cc1ccccc1)C(=O)c1[nH]cnc1C(=O)N[C@@H](Cc1ccccc1)C(=O)OC(C)(C)C | 1.6% | u | u | -0.2% | u | 1.9% | 6.2% | -3.9% | -10.5% | -7.7% | -10.7%
Cc1ccc(-c2nn(-c3cccc(F)c3)cc2CNCCc2ccncc2)o1 | -1.4% | -16.8% | 15.5 | 15.1µM* | 3.9% | 12.7% | 8.2% | 2.3% | -1.5% | -2.8% | 0.2%
c1ccc(CSc2ncnc3c2sc2nc(N4CCOCC4)c4c(c23)CCCC4)cc1 | 2.1% | -16.1% | 1.1 | 7.0% | 3.5% | -1.5% | 5.9% | 2.0% | -4.5% | 2.5% | -7.6%
Cn1c(=O)cc(OCCCC(=O)Nc2ccc3c(c2)OCCO3)c2ccccc21 | -1.9% | 45.9% | 2.0 | 4.8% | u | -5.3% | 8.4% | u | 1.7% | -11.6% | u
Cc1cc(C)cc(-n2c(C)cc(C=C(C#N)C#N)c2C)c1 | -0.3% | -14.1% | -1.5 | 0.9% | -7.0% | -0.3% | 4.0% | 3.4% | 9.2% | -5.0% | -9.0%
O=C(N/N=C/c1cc(Cl)ccc1O)c1ccncc1 | 0.2% | 3.16µM* | u | u | u | -30.2%[inhibitor] | 7.0% | 15.4% | -73.0% | -41.9%[inhibitor] | 14.6µM*
CC(C)CCNC(=O)c1ccc(C2SCC(=O)N2Cc2ccco2)cc1 (configuration not stated) | -2.7% | u | -1.7 | 3.0% | 1.8% | -2.7% | -4.4% | -2.0% | -2.5% | -3.9% | u
Cc1ccc(S(=O)(=O)c2nc(S(C)(=O)=O)sc2N2CCN(C)CC2)cc1 | 3.1% | -23.2% | 0.4 | 0.2% | -0.2% | -1.0% | 1.1% | -7.3% | -27.4% | -4.7% | -4.7%
Cc1ccc(N(CC(=O)NCCc2ccc(F)cc2)S(=O)(=O)c2ccc(Cl)c([N+](=O)[O-])c2)c(C)c1 | 11.3% | -2.7% | 1.1 | 2.2% | u | -15.3% | -33.7%[inhibitor] | -15.4% | -93.2% | 1.1% | u
CC(C)c1ccc2oc(=O)cc(CN3CCCCC3)c2c1 | 15.3% | 0.6% | u | 1.4% | -2.6% | 2.0% | -0.8% | -1.6% | -11.3% | -1.5% | 25.6%

2 compounds drawn at random from those above, as already listed:
SMILES | Tb PFK inh | RORgamma inh | TRPV1 agonist | FLuc counter | Gal4-VP16 FLuc | Rab9 promoter act | p53 reactivator | ELG1 genotox | BRCA1 expr act | NPC1 prom act | ELG1 repair inh
O=C(O)CCCN1C(=O)NC2NC(=O)NC21 (configuration not stated) | 1.4% | -1.2% | -1.3 | 3.1% | -4.7% | 2.2% | -1.1% | -9.0% | 16.3% | -1.1% | 10.8%
CN(Cc1ccccc1)C(=O)c1[nH]cnc1C(=O)N[C@@H](Cc1ccccc1)C(=O)OC(C)(C)C | 1.6% | u | u | -0.2% | u | 1.9% | 6.2% | -3.9% | -10.5% | -7.7% | -10.7%

From PubChem BioAssay
